AMA1 RON2 block = disrupts binding of P. falciparum AMA1 to RON2; Potency, µM (top dose mostly 58.2 µM), without a hit: at the top dose activity change, negative = inhibition, actives largely listed as inhibitors; AlphaScreen AMA1-biotinylated RON2 peptide binding; hit rate 0.2% among 360,000; AID 720542;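 also: potency is read from the fitted curve at half-maximal effect; 0% = vehicle wells and -100% = peptide control; nearly all actives have a fitted effect of over 45% in size; some results filed as inactive show a strong effect at the top dose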
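AMA1 (3D7) with his tag at 25 nM final met compounds first, then biotinylated RON2 peptide at 25 nM; detection used donor plus acceptor beads, 10 µg/mL apiece, read by AlphaScreen after 30 min at room temperature.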
HCV inh = HCV inhibition | hit rate 3.4% among 340,000 | AID 651820 | Potency, µM (highest dose often 41.8 µM), for inactives: at the top dose activity change, negative = inhibition, most hits filed as inhibitors | Huh7.5.1 HCVcc-Cre infection, luciferase reporter, 44 h; also: potency is read from the fitted curve at half-maximal effect
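A cell-based infection assay in which seeded cells (1,000 per well) receive test compound after 4 h, are inoculated with HCVcc-Cre at approximately 0.5 moi, and are incubated 44 h before luminescence detection.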
AmpC no deterg = blocks E. coli AmpC beta-lactamase in detergent-free assay; hit rate 0.52% among 330,000; AmpC nitrocefin hydrolysis, absorbance 480 nm, 0.0001% Triton; P00811; Potency, µM (top dose mostly 57.1 µM), without a hit: at the highest dose activity change, negative = inhibition, hits mostly inhibitors;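 also: potency is read from the fitted curve at half-maximal effect; plate controls were no compound for no effect and no enzyme for full effect; nearly all actives have a fitted effect of over 20% in size; some results filed as inactive show a strong effect at the top dose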
Target sequence (P00811 whole entry, looked up): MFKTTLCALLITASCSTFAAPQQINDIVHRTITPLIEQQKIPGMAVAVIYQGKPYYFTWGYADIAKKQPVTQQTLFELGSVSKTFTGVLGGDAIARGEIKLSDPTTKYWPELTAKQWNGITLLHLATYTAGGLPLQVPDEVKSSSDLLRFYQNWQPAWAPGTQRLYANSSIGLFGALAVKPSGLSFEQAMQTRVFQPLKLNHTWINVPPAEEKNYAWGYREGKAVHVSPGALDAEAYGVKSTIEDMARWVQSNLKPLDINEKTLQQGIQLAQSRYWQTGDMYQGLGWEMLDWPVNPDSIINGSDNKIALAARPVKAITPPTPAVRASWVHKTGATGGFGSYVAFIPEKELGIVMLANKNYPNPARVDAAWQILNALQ
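AmpC (5.3 nM in the dispensed reagent) in 20 mM phosphate pH 7.0 with 0.01% (detergent screen) or 0.0001% Triton X-100 was preincubated with compounds for 15 min at room temperature. Nitrocefin was then added from an 800 uM solution, and hydrolysis was followed at 480 nm.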
HCMV antiviral = inhibitors of human cytomegalovirus | HFF cells, HCMV-luciferase reporter, 72 h; stronger effect = lower value | activity change, negative = inhibition, % at 57.5 µM | hit rate 4.5% among 410,000 | AID 1259415; in the data active = activity change below about -60%; inconclusive = no clear call, values can overlap the other calls; inactive = above about -39%
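Compounds were evaluated in HFFs infected with an HCMV luciferase reporter virus (MOI 1 PFU/cell). Luciferase in lysates collected 72 h post infection served as the replication measure.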
LmPK inh = blocks Leishmania mexicana pyruvate kinase activity | Potency, µM (series often up to 57.5 µM), for inactives: at the top dose activity change, negative = inhibition, actives largely listed as inhibitors | Q27686 | purified LmPK, Kinase-Glo ATP luminescence, 1 h | hit rate 0.37% among 290,000; also: potency is read from the fitted curve at half-maximal effect
Target sequence (Q27686 whole entry, looked up): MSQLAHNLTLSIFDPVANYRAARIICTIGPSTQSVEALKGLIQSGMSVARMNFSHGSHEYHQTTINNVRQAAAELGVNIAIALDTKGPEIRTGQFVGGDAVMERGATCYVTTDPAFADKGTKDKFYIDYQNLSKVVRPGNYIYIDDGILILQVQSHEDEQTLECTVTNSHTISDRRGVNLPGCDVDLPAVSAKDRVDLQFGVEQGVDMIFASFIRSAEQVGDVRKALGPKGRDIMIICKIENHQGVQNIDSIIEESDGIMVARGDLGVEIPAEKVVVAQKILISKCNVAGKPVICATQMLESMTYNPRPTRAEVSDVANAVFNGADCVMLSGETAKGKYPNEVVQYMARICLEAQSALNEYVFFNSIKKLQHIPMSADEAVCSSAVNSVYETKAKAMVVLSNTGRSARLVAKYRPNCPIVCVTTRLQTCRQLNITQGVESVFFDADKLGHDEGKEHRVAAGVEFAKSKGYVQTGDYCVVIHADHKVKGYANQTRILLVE
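Purified LmPK (0.1 nM) converted ADP (0.1 mM) to ATP with PEP (0.5 mM) in imidazole buffer pH 7.2 with KCl and MgCl2, 1 h at room temperature. ATP was read by Kinase-Glo luminescence; data normalized to uninhibited and no-enzyme controls.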
Tb PYK inh = inhibitors of Trypanosoma brucei pyruvate kinase | Q57TT1 | TbPYK enzyme, Kinase-Glo Plus ATP luminescence, 45 min | Potency, µM (series often up to 76.8 µM), for the others: at the top dose activity, negative = inhibition, most hits filed as inhibitors | hit rate 0.12% among 410,000; also: potency is read from the fitted curve at half-maximal effect; nearly all actives have a fitted effect of over 50% in size
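TbPYK + substrate in 50 mM TEA pH 7.2, 100 mM KCl, 10 mM MgCl2, 0.05% BSA, 0.01% Tween-20; cpd pinned; ADP 130 uM final; 45 min RT; Kinase-Glo Plus 10 min; luminescence endpoint.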
AmpC detergent = AmpC beta-lactamase inhibition with detergent present; Potency, µM (series often up to 114 µM), for the others: top-dose activity change, negative = inhibition, usual class: inhibitors; hit rate 0.041% among 370,000; AmpC hydrolysis of nitrocefin, absorbance 480 nm, 0.01% Triton; P00811;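 also: potency is read from the fitted curve at half-maximal effect; 0% = no-compound wells and -100% = no-enzyme wells; nearly all actives have a fitted effect of over 25% in size; some results filed as inactive show a strong effect at the top dose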
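AmpC (5.3 nM in the dispensed reagent) in 20 mM phosphate pH 7.0 with 0.01% (detergent screen) or 0.0001% Triton X-100 was preincubated with compounds for 15 min at room temperature. Nitrocefin was then added from an 800 uM solution, and hydrolysis was followed at 480 nm.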
Numbers without * were called inactive; ? = inconclusive; · = not tested or not shown; [ ] = remark or other dose. Unless noted, calls follow the shape of the dose curve; as a rule, active = well fitted curve in the direction sought with a large enough effect; inconclusive = small, poorly fitted or top-dose-only effect, or another doubt; inactive = no such curve, though single readings can be large; an effect the other way counts as inactive or inconclusive. Unless noted, % is scaled to controls: 0 for no effect and ±100 for the full control effect.

entry	Molecule	AMA1 RON2 block	HCV inh	AmpC no deterg	HCMV antiviral
1	Cc1ccc(NC(=O)C(C)Sc2n[nH]c(CNc3ccccc3)n2)cc1 (stereo not drawn)	14%	-18%	-34%	-32
2	CCOc1cc(/C=N/N2CCN(Cc3ccccc3)CC2)ccc1O	-19%	-6%	50%	-16
3	CC(Sc1ccccc1)C(=O)NNC(=O)c1csc(N2CCOCC2)n1 (stereo not drawn)	118%[activator]	-27%	-31%	-27
4	N#Cc1ccc(C(S(=O)(=O)Cc2ccccc2)S(=O)(=O)Cc2ccccc2)cc1	3%	·	·	-27
5	CC(C)n1c(=N)c(C(=O)NCc2cccnc2)cc2c(=O)n3ccccc3nc21	·	·	·	1
6	O=C(NCC(c1ccco1)N1CCN(c2ccccc2)CC1)C(=O)NC1CC1 (stereo not drawn)	7%	1%	-13%	-11
7	O=C(N/N=C/C(Cl)=C/c1ccccc1)c1ccco1	8%	-15%	-28%	5
8	CCC(=O)N1CC(C)C(=O)Nc2ccccc21 (stereo not drawn)	-1%	14%	-9%	19

entry	LmPK inh	Tb PYK inh	AmpC detergent
1	1%	7%	-10%
2	2%	-13%	5%
3	·	8%	-14%
4	·	-1%	·
5	·	-1%	-11%
6	·	-4%	-11%
7	2%	0%	-5%
8	2%	1%	-1%

(continued)
entry	Molecule	AMA1 RON2 block	HCV inh	AmpC no deterg	HCMV antiviral
9	O=C(CC(C(=O)NCc1ccccc1)c1nc2ccccc2c(=O)[nH]1)NCc1ccccc1 (stereo not drawn)	0%	4%	-33%	-7
10	CCCOC(=O)c1cccc(NC(=O)c2cccnc2)c1	6%	?	-8%	-9
11	COCC(C)n1c(SCC(=O)NC2CCCCC2)nc2ccccc2c1=O (stereo not drawn)	7%	·	·	-13
12	O=C(CCCC(=O)NNC(=O)Nc1ccccc1)NNC(=O)Nc1ccccc1	49%[activator]	-4%	-15%	-1
13	O=C(O)CN1CCc2ccccc2C1	-26%	18%	-5%	-11
14	CC(C)(C)CC(C)(C)N1CNC(=S)NC1	8%	4%	-15%	17
15	Clc1ccccc1N1CCN(Cc2ccc(Br)o2)CC1	12%	11%	·	-13
16	COCc1nnc(NC(=O)CSCc2ccccc2)s1	8%	20%	-13%	-1

entry	LmPK inh	Tb PYK inh	AmpC detergent
9	7%	-6%	5%
10	12%	-7%	?
11	·	0%	·
12	-3%	0%	3%
13	8%	0%	5%
14	-1%	-12%	-13%
15	·	0%	·
16	0%	-7%	-7%

Profiles from above.
COCc1nnc(NC(=O)CSCc2ccccc2)s1 reads AMA1 RON2 block: 8%; HCV inh: 20%; AmpC no deterg: -13%; HCMV antiviral: -1; LmPK inh: 0%; Tb PYK inh: -7%; AmpC detergent: -7%
CCCOC(=O)c1cccc(NC(=O)c2cccnc2)c1 reads AMA1 RON2 block: 6%; HCV inh: ?; AmpC no deterg: -8%; HCMV antiviral: -9; LmPK inh: 12%; Tb PYK inh: -7%; AmpC detergent: ?

Next part.
entry	Molecule	AMA1 RON2 block	HCV inh	AmpC no deterg	HCMV antiviral
17	CC(C)c1ccc(NC(=O)C(=O)c2cn(CC(=O)N3CCCCC3)c3ccccc23)cc1	5%	?	?	32
18	COc1cccc(NC(=O)Cc2nnc(SCC(=O)NC3CCCC3)n2C)c1	-8%	37%[activator]	-5%	-14
19	Cc1cccc(NC(=O)Nc2ccc(Cl)cc2)n1	19%	-1%	-29%	140
20	COc1ccc(CCC(C)NCc2ccc(Cl)c(Cl)c2)cc1 (stereo not drawn)	-5%	-1%	3%	-9
21	Cc1ccc(NC(=O)COC(=O)CCC2CCCC2)c(Br)c1	57%[activator]	-2%	4%	28
22	O=C(/C=C/c1c(F)cccc1Cl)Nc1ccc(S(=O)(=O)Nc2ncccn2)cc1	-12%	0%	-11%	10
23	CN1CCN(c2ccc(-c3cc(NC=O)c4ncc(-c5ccccc5)n4c3)cc2)CC1	?	·	·	4
24	Cc1ccc(C(=O)OCC(=O)N2CCCC2)cc1	15%	16%	-6%	-17

entry	LmPK inh	Tb PYK inh	AmpC detergent
17	6%	2%	3%
18	-7%	-18%	-6%
19	-3%	-2%	1%
20	-6%	3%	4%
21	·	-3%	-2%
22	-1%	-5%	3%
23	·	0%	·
24	-6%	10%	1%

More entries follow:
entry	Molecule	AMA1 RON2 block	HCV inh	AmpC no deterg	HCMV antiviral
25	COc1ccc(NC2CCCN(C(=O)c3cc4ncccn4n3)C2)cc1 (stereo not drawn)	-7%	13%	9%	50
26	CC12CCC(=O)N1C(C(=O)Nc1cc(C(F)(F)F)ccc1N1CCCCC1)CS2 (stereo not drawn)	-1%	3.5µM*	86%[activator]	-5
27	CCn1nc(CC(=O)Nc2nnc(CC(=O)N3CCCC3)s2)c2ccccc2c1=O	29%	10%	-7%	-37
28	COc1ccc(-n2c(SCC(=O)NCc3cccs3)nnc2-c2ccoc2C)cc1	-5%	-11%	-16%	28
29	CC1CCCCC1NC(=O)CSc1nc2ccccc2c(=O)n1Cc1ccco1 (stereo not drawn)	13%	3%	-6%	-23
30	CC1CCCC(C)N1C(=O)CSc1ncccn1 (stereo not drawn)	21%	13%	-10%	-17
31	CC(=O)c1ccc(N2CCN(C(=O)CCC(=O)c3cccs3)CC2)cc1	6%	10%	-24%	-82*
32	COc1ccc(CCNS(=O)(=O)c2cc3c4c(c2)C(C)C(=O)N4CCC3)cc1OC (stereo not drawn)	1%	-9%	28%	16

entry	LmPK inh	Tb PYK inh	AmpC detergent
25	1%	-3%	1%
26	·	2%	?
27	-2%	-1%	-13%
28	3%	-8%	0%
29	6%	11%	?
30	0%	-1%	-1%
31	-11%	-16%	1%
32	0%	-4%	-5%

Next entries.
entry	Molecule	AMA1 RON2 block	HCV inh	AmpC no deterg	HCMV antiviral
33	Cc1ccc(/C=C/C(=O)OC(C)C(=O)Nc2ncc(Cl)cc2Cl)o1 (stereo not drawn)	-2%[11.6 µM]	-4%	-19%	-98*
34	Cc1ccc(CNC(=O)C2CC3Cn4c(nc5ccccc54)C3N2C)o1 (stereo not drawn)	-1%	14%	-4%	2
35	COc1ccc(Sc2nc(-c3ccccc3)ncc2OC)cc1	6%	-22%	-33%	29
36	CCCCOc1ccc(CNC(=O)C2CCCN(c3nnc(-n4c(C)ccc4C)s3)C2)cc1 (stereo not drawn)	·	·	·	-13
37	CCOc1cc(OCC)cc(C(=O)NCc2ccco2)c1	-10%	-12%	-7%	51
38	O=C(CNC(=O)c1ccccc1F)NCCN1C(=O)S/C(=C\c2ccccc2Cl)C1=O	-5%	-19%	4%	-1
39	CN(Cc1cccc(F)c1)C(=O)c1ccc2c(=O)n3c(nc2c1)CCC3	-8%	6%	0%	-24
40	O=c1cc(-c2ccncc2)oc2ccccc12	0%	?	-17%	?

entry	LmPK inh	Tb PYK inh	AmpC detergent
33	-4%	-12%	5%
34	·	-22%	-3%
35	8%	-2%	?
36	·	-1%	-1%
37	-7%	-11%	?
38	-10%	2%	1%
39	-4%	-5%	3%
40	2%	-1%	-17%

(further entries)
entry	Molecule	AMA1 RON2 block	HCV inh	AmpC no deterg	HCMV antiviral
41	COc1cccc(NC(=O)C(Sc2nnc(Nc3ccccc3C)s2)c2ccccc2)c1 (stereo not drawn)	-7%[11.6 µM]	?	-26%	-32
42	CN(CC(=O)Nc1cccc(F)c1)C(=O)CSc1ccccc1F	-16%	-1%	-14%	-29
43	O=C1CCCN1CCCNS(=O)(=O)c1ccc(Br)cc1	-17%	2%	-7%	-2
44	O=C(Nc1cccc2ncccc12)c1ccc(Cl)cc1	?	10%	-5%	45
45	CC1=Nc2ccccc2N=C(N)C1c1ccccc1 (stereo not drawn)	-8%	17%	-18%	78
46	CCc1ccc(NC(=O)C2C3/C=C\CCCCC32)cc1 (stereo not drawn)	-1%	1%	-21%	-20
47	Cn1c(=O)cc(OCC(=O)NCCCN2CCN(c3cccc(Cl)c3)CC2)c2ccccc21	0%	?	223%[activator]	17
48	O=C(O)C1CCC(Cn2c(SCc3cc(=O)n4ccccc4n3)nc3ccsc3c2=O)CC1 (stereo not drawn)	15%	29%	-16%	1

entry	LmPK inh	Tb PYK inh	AmpC detergent
41	4%	-6%	1%
42	0%	-3%	-11%
43	-3%	-7%	0%
44	0%	-7%	-3%
45	-3%	-3%	5%
46	-2%	0%	2%
47	2%	-10%	-14%
48	0%	4%	?

More records
entry	Molecule	AMA1 RON2 block	HCV inh	AmpC no deterg	HCMV antiviral
49	COc1ccc(-c2csc(NC(=S)NC(=O)c3cccs3)n2)cc1OC	53%[activator]	?	-8%	-8
50	CCOC(=O)c1c(NS(C)(=O)=O)sc2c1CCC(C)C2 (stereo not drawn)	-5%	?	45%	43
51	Brc1ccc(-n2cnc(-c3ccccc3)c2)cc1	-21%	?	-29%	105
52	COC(=O)c1ccc2nc(-c3ccc(Cl)cc3)c(Cc3cccc(F)c3)n2c1	-2%	·	·	-17
53	OC1(c2cccnc2)CC2CCC(C1)N2Cc1nnnn1Cc1ccccc1 (stereo not drawn)	-4%	14%	3%	-3
54	Cc1ccccc1-n1nc2c(c1NC(=O)c1cccs1)CS(=O)(=O)C2	-8%	0%	-39%	-21
55	CCOc1ccccc1CN1CCc2nc(N3CCN(C)CC3)ncc2C1	·	·	·	-6
56	Cc1ccc(Cl)cc1NC(=O)C(=O)N1CCCCC1	6%	3%	-15%	-22
57	CCN(C1=NS(=O)(=O)c2ccccc21)N(CC)S(=O)(=O)c1ccc(C)cc1	-12%	-24%	0%	-69*

entry	LmPK inh	Tb PYK inh	AmpC detergent
49	3%	-6%	-2%
50	0%	-19%	?
51	-2%	0%	0%
52	·	-6%	·
53	-1%	-2%	1%
54	1%	5%	-5%
55	·	3%	13%
56	-6%	-5%	2%
57	-1%	5%	2%

Compound activity (PubChem)
